Assay outcomes as filed in PubChem BioAssay.
Prostate diff = promotes differentiation of LNCaP prostate cells | flow cytometry side scatter, 4 d | side scatter shift, % at 10 µM | actives 0.56% (n = 24,000) | AID 795;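 active means side scatter shift above 30%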;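 further: androgen-responsive LNCaP prostate cancer cells in charcoal-stripped serum medium; percent of cells past a gate set so DMSO wells show 10% shift; higher shift means more granular cells and more differentiation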
VLA-4 antagonist = blocks LDV-FITC ligand binding to Mn2+-activated human VLA-4 integrin; actives 0.2% (n = 24,000); Jurkat cells, LDV-FITC binding with Mn2+, flow cytometry; 100% = Mn2+-driven binding gain fully reversed; inhibition, % at 10 µM (by protocol); P13612; AID 529;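 active means inhibition above 50%; inconclusive means compound itself fluorescent, judged against control cell fluorescence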;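 further: 0% = Mn2+ stimulated cells lacking compound and 100% = ligand binding without Mn2+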
Target sequence (P13612 whole entry, looked up): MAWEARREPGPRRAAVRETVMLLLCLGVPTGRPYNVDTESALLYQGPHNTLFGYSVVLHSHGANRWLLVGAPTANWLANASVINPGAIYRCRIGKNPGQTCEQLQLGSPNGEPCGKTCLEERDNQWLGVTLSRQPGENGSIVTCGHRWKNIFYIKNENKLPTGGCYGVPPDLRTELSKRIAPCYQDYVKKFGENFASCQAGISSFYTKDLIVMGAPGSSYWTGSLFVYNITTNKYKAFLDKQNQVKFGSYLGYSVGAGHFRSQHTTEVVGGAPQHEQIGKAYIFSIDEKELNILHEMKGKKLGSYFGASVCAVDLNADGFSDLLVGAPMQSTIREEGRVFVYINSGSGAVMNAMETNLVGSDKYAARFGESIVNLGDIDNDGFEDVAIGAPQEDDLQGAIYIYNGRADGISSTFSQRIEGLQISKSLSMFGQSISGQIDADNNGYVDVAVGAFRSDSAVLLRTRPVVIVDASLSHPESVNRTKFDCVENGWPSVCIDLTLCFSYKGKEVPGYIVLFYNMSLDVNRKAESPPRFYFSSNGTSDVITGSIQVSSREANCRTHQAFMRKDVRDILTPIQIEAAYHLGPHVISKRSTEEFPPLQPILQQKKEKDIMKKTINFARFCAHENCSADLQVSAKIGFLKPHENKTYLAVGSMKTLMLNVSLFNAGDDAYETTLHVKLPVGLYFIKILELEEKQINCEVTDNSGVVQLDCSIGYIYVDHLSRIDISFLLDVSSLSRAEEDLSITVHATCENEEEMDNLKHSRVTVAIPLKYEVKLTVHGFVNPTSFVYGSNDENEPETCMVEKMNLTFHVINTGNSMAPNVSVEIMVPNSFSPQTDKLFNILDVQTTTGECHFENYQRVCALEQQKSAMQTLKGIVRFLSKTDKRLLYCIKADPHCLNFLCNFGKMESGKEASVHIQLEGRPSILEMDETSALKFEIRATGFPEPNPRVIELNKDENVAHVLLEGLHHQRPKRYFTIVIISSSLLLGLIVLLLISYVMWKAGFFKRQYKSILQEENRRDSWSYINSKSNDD
Jurkat autofluor = autofluorescence counter-screen for VLA-4 integrin assays | fluorescence ratio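 (tested at 10 µM compound in the well)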 | AID 576 | actives 0.61% (n = 24,000) | Jurkat cells, compound autofluorescence, flow cytometry; active compounds read high; 1 = vehicle-only cell background;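 active means fluorescence ratio above 2.44, which is 1 plus 3 SD of all ratios; inconclusive means signal too bright to measure linearly, ratio around 10 or more; inactive means fluorescence ratio below 2.44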;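 further: green fluorescence of cells measured with 488 nm excitation and 530 nm emission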
VLA-4 agonist = allosterically activates the human VLA-4 integrin; P13612; Jurkat cells, LDV-FITC binding, flow cytometry; activation, % at 10 µM (by protocol); 24,000 tested, under 10 active;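 active means fluorescent ligand binding to cells raised by more than 40% of the manganese-induced maximum; inconclusive means compound's own fluorescence above 85% of the ligand control signal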;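 further: 0% = ligand binding without compound and 100% = manganese-stimulated maximal binding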
Starred values were filed as active, the others as inactive; ? = inconclusive.

SMILES	Prostate diff	VLA-4 antagonist	Jurkat autofluor	VLA-4 agonist
CC1CCCC(NC(=O)c2n[nH]c(=O)c3ccccc23)C1C (configuration not stated)	8	-2	1	1
CC1(C)CC(=O)C2=C(C1)N(CCN1CCOCC1)C1=C(C(=O)CC(C)(C)C1)C2c1ccc(Cl)cc1	10	-16	0.96	3
COc1ccc(C)cc1NC(=O)Cn1cnc2sc(C)c(S(=O)(=O)N3CCOCC3)c2c1=O	6	10	0.98	-1
CCOCCCNC(=O)CN1C(=O)C(CC)Oc2ccccc21 (configuration not stated)	14	-25	0.96	6
CC(=O)N1CCN=C1SCc1ccccc1	1	8	0.77	9
C1CCN=C(Nc2nc3c(s2)CCCC3)CC1	4	-4	1	0
C/C(N)=C(/C#N)C(=O)COC(=O)c1cc(C)n(-c2ccc(F)cc2)c1C	11	-3	1.1	-1
Cc1ccc(-c2nc(CSCC(=O)N3CCOCC3)c(C)o2)cc1	17	-9	1.1	2
O=C1c2ccccc2C(Nc2ccc3c(c2)OCO3)N1Cc1ccco1 (configuration not stated)	2	20	1.2	-4
O=C(CCN1CCN(CCO)CC1)Nc1ccc(OCc2ccccc2)cc1	13	-10	1	0
COc1ccc2c(c1)CCc1c(C(=O)N3CCOCC3)noc1-2	3	22	1	1
CCc1ccccc1N(C(=O)c1cccs1)C1C=CS(=O)(=O)C1 (configuration not stated)	8	2	0.95	0
COc1ccc(CN2C(=O)c3ccccc3C2C(=O)NC2CCCC2)c(OC)c1 (configuration not stated)	10	-10	1	3
Cc1cccc(N2CCN(C(=O)c3cc4c(C)nc5ccccc5c4o3)CC2)c1C	4	-37	1.1	3
O=c1c2ccccc2cnn1-c1nc2ccccc2s1	5	-11	0.99	-2
COc1ccc(N2CCN(Cc3nc4c(c(=O)[nH]c(=O)n4C)n3CCCc3ccccc3)CC2)cc1	8	4	1.2	-4
CCS(=O)(=O)N1CCC(C(=O)NCCCN2CCCC2)CC1	11	-3	1.1	0
CC(=O)CCc1c(C)[nH]c2ccccc2c1=O	5	-36	0.99	8
O=C(NCCc1ccccc1)C1CCCN(S(=O)(=O)c2cccc3nsnc23)C1 (configuration not stated)	4	34	1.2	-7
O=C(CSc1nnnn1-c1ccccc1)Nc1ccc(Cl)cc1	26	2	1	0
CCCCN(CC)CCNC(=O)c1cc2c(C)nc3ccccc3c2o1	6	-6	1.1	2
COc1ccc(Cl)cc1S(=O)(=O)N1CCN(C(=O)c2cc(OC)c(OC)c(OC)c2)CC1	2	10	1	-6
COc1cc2nc(=S)n3[nH]c(CCn4c(C)nc5ccccc54)nc3c2cc1OC	7	12	1.1	-1
O=C(NCc1ccc2c(c1)OCO2)c1cc2n(n1)C(C(F)(F)F)CC(c1ccc3c(c1)OCO3)N2 (configuration not stated)	10	1	1.1	-7
CCc1nnc(NC(=O)CCC(=O)Nc2ccccc2)s1	11	-12	1.1	0
Other compounds:
SMILES	Prostate diff	VLA-4 antagonist	Jurkat autofluor	VLA-4 agonist
CC1=C(C#N)C(Nc2cccc(C)n2)(C(F)(F)F)C(=O)N1 (configuration not stated)	17	15	0.99	-6
CCn1cc(C(=O)NCC2CCCO2)c(=O)c2cc(S(=O)(=O)N3CCC(C)CC3)ccc21 (configuration not stated)	6	14	1.1	-3
C=CCNc1nc2c(c(=O)n(C)c(=O)n2C)n1CCCCCC	8	2	1	-2
O=C(c1ccc(-c2cccc(C(F)(F)F)c2)o1)N1CCOCC1	4	7	1.1	-2
COc1ccc(S(=O)(=O)NCCC(=O)NCc2ccc(F)cc2)cc1	4	-13	0.98	-5
CC(C)CC(NC=C1C(=O)OC(C)(C)OC1=O)C(=O)O (configuration not stated)	16	-11	1	-6
CC1Cc2ccccc2N1C(=O)C1CCCN(S(=O)(=O)c2cccc3nsnc23)C1 (configuration not stated)	14	?	1.2	?
COC(=O)c1ccc(CSc2nnc(CNC(=O)COc3ccc(Cl)cc3)o2)o1	5	10	1.1	-2
O=C(NCc1cccs1)c1cc(-c2cccs2)on1	11	6	1	3
CCOC(=O)Cn1c(=O)oc2cc(S(=O)(=O)N(C)Cc3ccco3)ccc21	8	?	1.3	?
Cc1ccc(CNC(=O)c2sccc2-n2cccc2)cc1	7	-2	1.1	1
CN1CCN(c2ccc(Cl)cc2NC(=O)c2cccc(S(=O)(=O)N(C)C)c2)CC1	18	6	1.2	2
CCc1ccc(C(=O)CC2(O)C(=O)N(CN3CCOCC3)c3ccccc32)cc1 (configuration not stated)	3	6	1	-2
CCCCOc1ccc(N(CC(=O)NC2CCCC2)C(=O)CCC(=O)Nc2ccccn2)cc1	8	-12	0.94	6
O=S(=O)(c1ccc(Br)cc1)N1CCn2c(nc3ccccc32)C1	11	-7	0.99	4
CSc1nnc(Cc2cc(=O)[nH]c(=O)[nH]2)n1-c1cccc(C)c1	13	-20	0.87	1
CCOc1ccc(OCc2ccc(C(=O)O)o2)cc1	3	4	1	0
O=C1C2CC=C(Cl)CC2C(=O)N1CNc1ccccn1 (configuration not stated)	4	-7	1	-3
O=C(COc1ccccc1Cl)N1CCCC1	2	?	0.97	1
CCn1c(CNc2ccc(OC)cc2)nnc1SCC(=O)c1ccc(OC)cc1	3	-22	0.97	-7
CCCS(=O)(=O)N1CCC(C(=O)NCCN2CCC(Cc3ccccc3)CC2)CC1	25	-14	1.1	-1
COc1ccc(S(=O)(=O)NC2(C(F)(F)F)N=C3SCCN3C2=O)cc1 (configuration not stated)	7	-5	1.1	-2
OCC#CCSc1nnc(-c2ccccc2Br)o1	22	-14	0.98	-8
CCOC(=O)N1CCC(NC(=O)CN2C(=O)COc3ccc(C(C)(C)C)cc32)CC1	17	7	1	1
CCN(CC)CCN1C(=O)C(=O)/C(=C(/O)c2ccc(OC(C)C)cc2)C1c1ccncc1 (configuration not stated)	7	-7	1	2

Complete entries, looked up by structure. Values in the order: Prostate diff | VLA-4 antagonist | Jurkat autofluor | VLA-4 agonist
CCN(CC)CCN1C(=O)C(=O)/C(=C(/O)c2ccc(OC(C)C)cc2)C1c1ccncc1 (configuration not stated) in the list: 7 | -7 | 1 | 2
CCOC(=O)N1CCC(NC(=O)CN2C(=O)COc3ccc(C(C)(C)C)cc32)CC1 in the list: 17 | 7 | 1 | 1
CCc1ccc(C(=O)CC2(O)C(=O)N(CN3CCOCC3)c3ccccc32)cc1 (configuration not stated) in the list: 3 | 6 | 1 | -2
CCn1cc(C(=O)NCC2CCCO2)c(=O)c2cc(S(=O)(=O)N3CCC(C)CC3)ccc21 (configuration not stated) in the list: 6 | 14 | 1.1 | -3
CC1=C(C#N)C(Nc2cccc(C)n2)(C(F)(F)F)C(=O)N1 (configuration not stated) in the list: 17 | 15 | 0.99 | -6

Next section:
SMILES	Prostate diff	VLA-4 antagonist	Jurkat autofluor	VLA-4 agonist
CCOc1ccc(-n2c(=O)c3sccc3n(CC(=O)NCc3ccco3)c2=O)cc1	17	-6	1	-8
Cc1cc(C)cc(NC(=O)c2nnn(Cc3cc(C)ccc3C)c2N)c1	4	10	0.99	-3
O=C1c2ccccc2C(Nc2ccccc2F)N1c1cccnc1 (configuration not stated)	5	11	1.1	-2
Cc1ccc(Cn2nnc3c(=O)[nH]c(C4CCN(C(=O)c5cccs5)CC4)nc32)cc1	11	-6	1.1	8
O=C(O)CSc1ncn[nH]1	10	-4	1	0
COc1ccc(N2CCN(C(=O)C3CCCN(S(=O)(=O)c4cccc5cccnc45)C3)CC2)cc1 (configuration not stated)	11	7	1	1
O=C1CCN2C=Nc3cccc4ccc1c2c34	17	?	1.8	?
CCOC(=O)Cc1csc(NC(=O)CSc2nnc(C)n2C)n1	10	-2	1	-3
CCN1CCN(C(=O)C2CCN(C(=O)c3cc4sccc4n3CC)CC2)CC1	8	-4	1	1
CCCNC(=O)C1CC(=O)N(c2ccc(OCC(=O)Nc3cc(C)cc(C)c3)cc2)C1 (configuration not stated)	6	0	1.1	0
Cn1c(=O)cc(OCC(=O)N2CCCc3ccccc32)c2ccccc21	11	29	1.1	-5
CN(C)S(=O)(=O)c1ccc(C(=O)N2CCN=C2SCc2cccnc2)cc1	16	?	1.1	?
O=C(CC(NS(=O)(=O)c1ccc(Cl)cc1)c1ccco1)NCc1cccnc1 (configuration not stated)	8	0	1.1	-3
COc1cccc(C2CC(c3ccccc3C)n3nc(N)nc3N2)c1 (configuration not stated)	12	13	0.98	-1
COC(=O)c1cnn(C(=O)c2cc(OC)ccc2Br)c1N	3	-4	1	4
COC(=O)C1=C(C)N=c2s/c(=C/c3cccs3)c(=O)n2C1c1cccs1 (configuration not stated)	31*	18	0.96	-6
CC(=O)Nc1ccc(OC(=O)c2cccs2)cc1	6	-38	0.99	10
CCOC(=O)N1CCN(C(=O)C(NC(=O)C2CCC(C)CC2)C(C)C)CC1 (configuration not stated)	4	4	0.97	0
N#C/C=C\Oc1ccc(Cl)cc1N	18	?	1.5	?
CCCCc1cc(=O)oc2c(CN3CCCC3)c(O)c(Cl)cc12	8	-18	1	4
CCOC(=O)c1oc2ccccc2c1NC(=O)c1ccc(S(=O)(=O)N(C)C)cc1	11	-6	1.2	-2
CC1C(=O)C(C)C(c2ccc3c(c2)OCO3)NC1c1ccc2c(c1)OCO2 (configuration not stated)	7	?	1.4	?
COc1cc(OC)cc(-c2nc3nc(C)c(CCC(=O)NCc4ccco4)c(C)n3n2)c1	5	10	1	-3
Cc1ccc(C2CC(c3cccc(Cl)c3)n3nc(N)nc3N2)cc1 (configuration not stated)	10	-12	0.8	-8
O=C1C2CCCN2C(c2ccc(F)cc2)N1c1ccc(Cl)cc1 (configuration not stated)	3	?	1.2	?

Rewritten bar-delimited: entries from further up.
SMILES | Prostate diff | VLA-4 antagonist | Jurkat autofluor | VLA-4 agonist
O=C1c2ccccc2C(Nc2ccccc2F)N1c1cccnc1 (configuration not stated) | 5 | 11 | 1.1 | -2
Cc1ccc(Cn2nnc3c(=O)[nH]c(C4CCN(C(=O)c5cccs5)CC4)nc32)cc1 | 11 | -6 | 1.1 | 8
O=C(O)CSc1ncn[nH]1 | 10 | -4 | 1 | 0
COc1ccc(N2CCN(C(=O)C3CCCN(S(=O)(=O)c4cccc5cccnc45)C3)CC2)cc1 (configuration not stated) | 11 | 7 | 1 | 1

Reformatted: entries from further up
CCCCc1cc(=O)oc2c(CN3CCCC3)c(O)c(Cl)cc12
  Prostate diff: 8	VLA-4 antagonist: -18	Jurkat autofluor: 1	VLA-4 agonist: 4

CCOC(=O)c1oc2ccccc2c1NC(=O)c1ccc(S(=O)(=O)N(C)C)cc1
  Prostate diff: 11	VLA-4 antagonist: -6	Jurkat autofluor: 1.2	VLA-4 agonist: -2

(next part)
SMILES	Prostate diff	VLA-4 antagonist	Jurkat autofluor	VLA-4 agonist
CCOC(=O)CCc1c(C)nc2cc(-c3ccccc3OC)[nH]n2c1=O	0	9	1	-6
O=c1oc2cc(O)ccc2c2oc3cc(O)ccc3c12	4	-14	1.1	-2
CCOc1ccc(Cn2nnc(C(=O)Nc3cc(C)cc(C)c3)c2N)cc1	9	-7	1	-3
CCN(CC)Cc1nc2c(c(=O)[nH]1)C1(CCCCC1)Cc1ccccc1-2	3	6	1.1	-8
Cc1cccc(C)c1NC(=O)C1(N2CCN(C(=O)c3ccco3)CC2)CCCCC1	20	-18	1	0
COc1ccc(CCN2C(=O)c3cccnc3C2=O)cc1OC	8	6	0.99	1
CCOC(=O)C1CCN(C(=O)CCn2c(=O)[nH]c3ccccc3c2=O)CC1	5	-8	1.1	3
COC(=O)c1cc2oc(C)cc2n1CC(=O)Nc1ccc(OC)c(OC)c1OC	4	-28	1.1	9
Cc1cc(NS(=O)(=O)Cc2ccccc2)cc(C)c1OCC(=O)N1CCOCC1	2	-20	1	-6

Prostate diff: entries above that show a hit
SMILES | Prostate diff | VLA-4 antagonist | VLA-4 agonist
COC(=O)C1=C(C)N=c2s/c(=C/c3cccs3)c(=O)n2C1c1cccs1 (configuration not stated) | 31* | 18 | -6

An excerpt; the hit share may differ from the screen's.
